# M. tuberculosis GlmU: inhibition of mycobacterial GlmU enzyme – biochemical, glucosamine-1-phosphate acetyltransferase (AID 1376); inhibition, %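 (tested at 30 µM in the primary screen)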; hits with a dose series show IC50 in µM; 0.25% of 220,000 active; M. tuberculosis GlmU acetyltransferase enzyme assay; higher % means a stronger effect; Bifunctional protein GlmU (Mycobacterium tuberculosis (strain ATCC 25618 / H37Rv)); in the data active means inhibition above about 13%;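 further: 0% = complete reaction with vehicle and 100% = reaction without substrate; strong numbers were not always called active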
# Mtb RmlCD inh: M. tuberculosis RmlC/RmlD coupled enzyme inhibitors, primary screen, biochemical, compound mixtures, 384-well, from 1536-well plates; dTDP-4-dehydrorhamnose reductase (Mycobacterium tuberculosis (strain ATCC 25618 / H37Rv)) …; RmlC+RmlD coupled enzyme assay, percent inhibition; primary screen in compound mixtures; inhibition, % at 3.6 µM; 0.03% of 160,000 active; AID 1533, 2009; in the data active means inhibition mostly above about 34%, no sharp cut-off; further: some results filed as inactive read as strong as hits
# Target sequence (P9WH09 whole entry, looked up): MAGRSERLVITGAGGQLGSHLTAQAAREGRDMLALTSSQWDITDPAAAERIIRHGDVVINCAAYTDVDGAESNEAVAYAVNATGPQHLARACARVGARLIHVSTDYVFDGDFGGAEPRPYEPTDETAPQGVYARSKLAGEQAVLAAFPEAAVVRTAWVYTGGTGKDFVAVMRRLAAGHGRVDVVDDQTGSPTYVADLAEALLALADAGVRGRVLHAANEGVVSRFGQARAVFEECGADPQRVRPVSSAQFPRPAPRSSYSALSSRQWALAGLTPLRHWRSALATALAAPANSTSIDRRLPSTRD
# Target sequence (P9WH11 whole entry, looked up): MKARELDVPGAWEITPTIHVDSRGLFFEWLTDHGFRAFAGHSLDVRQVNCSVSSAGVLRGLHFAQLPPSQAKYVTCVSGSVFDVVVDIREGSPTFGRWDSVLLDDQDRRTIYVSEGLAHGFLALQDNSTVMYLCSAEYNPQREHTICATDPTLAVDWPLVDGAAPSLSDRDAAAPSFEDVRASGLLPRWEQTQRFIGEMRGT
# * = called active by the depositor; x = not tested or not shown; & = joins results of further samples. An excerpt; the hit share may differ from the screen's.
# The line under a structure holds: M. tuberculosis GlmU | Mtb RmlCD inh
Cc1ccc(Cn2ccc(NC(=O)c3cc(-c4ccc5c(c4)OCO5)on3)n2)cc1
→ 2.4% | 10
CCN(CC)S(=O)(=O)c1ccc(N2CCOCC2)c(NC(=O)c2ccc(F)cc2)c1
→ -3.9% | x
CC(=O)Nc1ccc(NC(=O)Cc2ccc(F)cc2)cc1
→ 1.4% | -10
COC(=O)c1cccc(S(=O)(=O)N2CCC(c3nc4ccccc4o3)CC2)c1
→ 0.5% | x
COc1ccc(/C=N/n2cnnc2SCc2ccccc2)cc1
→ 7.6% | 5
CCOc1ccc(N=Nc2c(C)noc2C)cc1
→ 4.0% | 1
Cc1cc(OCC(=O)N2CCOCC2)cc2oc(=O)c3ccccc3c12
→ 5.3% | -4
CCOc1cc(/C=C2/NC(=O)N(CC(=O)OC)C2=O)ccc1OC
→ 7.2% | 9
CC(CNC(=O)COc1ccccc1)OC(=O)Nc1cccc(Cl)c1 (stereo unspecified)
→ 0.5% | 2
O=C(O)CCS(=O)(=O)Cc1ccccc1Cl
→ -1.2% | 3
CCCCOc1ccc(CN(CCO)CCO)cc1[N+](=O)[O-]
→ 0.3% | -12
O=C(O)/C=C\c1cn(-c2ccccc2)nc1-c1cc2ccccc2o1
→ 0.8% | -38
Cc1cc(NC(=O)/C(C#N)=C/c2ccco2)n(-c2ccccc2)n1
→ -0.1% | -6
CCOC(=O)C(C)Sc1nc(-c2ccccc2)nc2ccc(F)cc12 (stereo unspecified)
→ -4.4% | 90
Cn1c(O)c(/C=C/C=Nc2ccccc2)c(=O)n(C)c1=S
→ -0.8% | 2
C#CCn1c(=NC(=O)CSCC(=O)N2CCOCC2)sc2ccccc21
→ 2.5%&3.4% | x
Cn1c2ccccc2c2cnn(CC(=O)Nc3ccc(F)cc3F)c(=O)c21
→ 6.8% | 8
CCOc1ccc(S(=O)(=O)N2CCCCC2)c(C)c1C
→ -3.1% | 7
Cc1cnc(NC(=O)CSc2ccccc2)s1
→ 1.8% | x
COC(=O)C(CC(=O)c1ccc(Cl)cc1)c1ccc(C(C)C)cc1 (stereo unspecified)
→ 1.9% | x
O=C(C[n+]1cc(-c2ccccc2)n2c1CCC2)OCc1ccccc1
→ 5.8% | -5
CCNC(=O)CN(c1ccc(CC)cc1)S(C)(=O)=O
→ 3.5% | -11
O=C(COC(=O)c1c(Cl)cccc1Cl)NC1CCCCC1
→ -4.8% | -1
CC1=Nc2cc(C(=O)NCc3ccco3)ccc2Sc2ccc(C)cc21
→ -1.2% | 3
COc1cc(C(=O)N/N=C/C23CC[C@@H](O)CC2(O)CC[C@@H]2[C@@H]3CCC3(C)C(C4=CC(=O)OC4)CCC23O)ccc1O (stereo partly specified)
→ 2.7% | -3
CCN1CCc2c(OCC(=O)Nc3cccc(C)c3)cccc2C1=O
→ 1.1% | -7
Cc1ccc(NC(=O)CSc2nn(-c3ccc(Cl)cc3)c(=S)s2)cc1S(=O)(=O)N(C)C
→ -2.7% | 10
CC(=O)Nc1ccc(OCCF)cc1
→ -3.9% | 6
COc1ccc(CCNC(=O)CC2SC(=NCCC(C)C)NC2=O)cc1OC (stereo unspecified)
→ 2.0% | -7
Cc1nc(NC(=O)c2ccco2)sc1C(=O)Nc1ccc(Br)cc1
→ 2.4% | 0

# A stretch from further up, for reference:
# The line under a structure holds: M. tuberculosis GlmU | Mtb RmlCD inh
Cc1cnc(NC(=O)CSc2ccccc2)s1
→ 1.8% | x
COC(=O)C(CC(=O)c1ccc(Cl)cc1)c1ccc(C(C)C)cc1 (stereo unspecified)
→ 1.9% | x
O=C(C[n+]1cc(-c2ccccc2)n2c1CCC2)OCc1ccccc1
→ 5.8% | -5

# Going on with the list:
# The line under a structure holds: M. tuberculosis GlmU | Mtb RmlCD inh
Cc1ccc(-c2csc(NC(=O)CCNC(=O)c3ccccc3Cl)n2)cc1
→ 2.8% | -49
Cc1ccc(C)c(NC(=O)CSc2nc(C)cc(C)c2C#N)c1
→ -6.1% | x
O=[N+]([O-])c1cccc(Cl)c1NCCNS(=O)(=O)c1ccccc1
→ -3.8% | x
CC(=O)c1cccc(N(CC(=O)Nc2ccc(F)cc2)S(C)(=O)=O)c1
→ 1.3% | -4
Cc1cccc(CSCC(=O)NCc2ccc(S(N)(=O)=O)cc2)c1
→ 0.2% | 6
Cc1ccc(C)c(C(=O)c2c(C)nc3sccn23)c1
→ 11% | x
CCOC(=O)Cn1ccc(O)c(Cc2ccc(Cl)cc2Cl)c1=O
→ -4.3% | x
NC(=O)c1cc2ccccc2oc1=NCc1ccccc1
→ 1.9% | x
O=[N+]([O-])c1cccc(-c2c[n+]3c(n2-c2ccccc2)SCC3)c1
→ 2.6% | 3
Cc1nc2ccccc2n2c(-c3ccccc3)c3c(=O)n(C)c(=O)n(C)c3c12
→ -3.2% | 2
COc1ccc(Cl)cc1NC(=O)CSc1nncn1-c1cccnc1
→ -2.7% | 5
Cc1ccc2oc3c(c(=O)c2c1)C(c1ccc(F)cc1)N(CCCN1CCOCC1)C3=O (stereo unspecified)
→ -4.2% | 15
Cn1nnc(NC(=O)CSc2ncn[nH]2)n1
→ 4.1% | -1
N#CCC(=O)NCCCc1ccccc1
→ -4.7% | 18
COC(=O)c1cn(Cc2cccc(C)c2)nn1
→ 3.0% | -5
O=C(Nc1ccc(OCC(=O)N2CCOCC2)cc1)c1cncc(Br)c1
→ 1.5% | 7
Cc1cccc(-n2c(C)nc3sccc3c2=O)c1
→ -4.7% | x
O=S(=O)(c1ccccc1)N(CC(O)Cn1c2ccccc2c2ccccc21)c1ccccc1 (stereo unspecified)
→ -2.5% | -7
N#CCSc1nc2sc3c(c2c(=O)n1C1CCCCC1)CCCC3
→ -0.1% | x
O=C(O)c1cccc(NC(=O)C2C3C=CC(C3)C2C(=O)OCC(F)(F)C(F)F)c1 (stereo unspecified)
→ 1.5% | -8
Cc1nnc(N2CCc3ccccc3C2)[nH]c1=O
→ 4.4% | x
O=C(c1ccco1)N1CCN(S(=O)(=O)c2cccc(C(F)(F)F)c2)CC1
→ 6.1% | x
C[C@H](NC(=O)c1nc[nH]c1C(=O)NCCCCCNC(=O)OC(C)(C)C)C(=O)OC(C)(C)C
→ -0.7% | x
C=CCNC(=O)/C(C#N)=C/c1ccc(C)o1
→ 4.8% | x
Nc1nnn(CC(=O)N/N=C/c2ccncc2)n1
→ 0.4% | 6
Cc1ccc(NC(=O)CSc2nnc(C3CC3)n2N)cc1S(=O)(=O)N1CCOCC1
→ 6.2% | -2
Cc1cc(N2CCN(C)CC2)nc2ccc(NC(=O)c3cccnc3Cl)cc12
→ -5.5% | -13
Cc1ccc(Oc2c(F)c(F)nc(N3CCCC3)c2F)cc1
→ 0.4% | -10
COc1cc(/C=N/n2cnc3c(sc4nc(C)cc(C)c43)c2=O)ccc1O
→ -1.8% | 8
Cn1cc(C(=O)N2CCCCC2)c2ccccc21
→ 1.4% | -4

# One compound at a time (already shown):
# C=CCNC(=O)/C(C#N)=C/c1ccc(C)o1 in the list: M. tuberculosis GlmU = 4.8%; Mtb RmlCD inh = x
# Cc1ccc(C)c(C(=O)c2c(C)nc3sccn23)c1 in the list: M. tuberculosis GlmU = 11%; Mtb RmlCD inh = x
# CCOC(=O)Cn1ccc(O)c(Cc2ccc(Cl)cc2Cl)c1=O in the list: M. tuberculosis GlmU = -4.3%; Mtb RmlCD inh = x

# Next part:
# The line under a structure holds: M. tuberculosis GlmU | Mtb RmlCD inh
Cc1ccc(C2(CCNCc3ccco3)CCOC(C(C)C)C2)cc1 (stereo unspecified)
→ 6.3% | -4
COc1cccc(C2(c3cccc(OC)c3)CC2C(=O)Nc2ccc(F)cc2)c1 (stereo unspecified)
→ 2.2% | 0
CC(C)(C)C(=O)CSc1nc2ccccc2o1
→ 0.1% | -3
CC(C)c1cc(C(C)C)n2nc(N)nc2n1
→ -0.9% | x
CC1CCN(S(=O)(=O)c2cccc(C(=O)Nc3ccccc3)c2)CC1
→ -7.8% | -1
O=C(CN1C2CCCC1CC(NC(=O)c1ccco1)C2)Nc1ccccc1 (stereo unspecified)
→ 4.4% | 15
c1ccc2oc(-c3[nH]ncc3CN3CCSCC3)cc2c1
→ 0.4% | 5
Cc1cc(C(=O)N2CCCC(C(=O)c3ccc4ccccc4c3)C2)n(C)n1 (stereo unspecified)
→ 5.8% | -8
O=C(NCc1ccccc1)C1(c2cccc(F)c2)CCCC1
→ 0.1% | -9
O=C(C1CSC2(c3ccc(F)cc3)CCC(=O)N12)N1CCCCCC1 (stereo unspecified)
→ 4.8% | -7
COCCNC(=O)C1CCN(S(=O)(=O)c2ccccc2)CC1
→ 2.5% | -4
O=c1cc(CSc2nnnn2-c2ccc(O)cc2)nc2sccn12
→ 2.2% | -11
O=C1CCC(C(=O)Nc2cccc(S(=O)(=O)N3CCOCC3)c2)N1 (stereo unspecified)
→ -2.6% | -5
Cc1ccc2cc(CN(C(=O)c3cccs3)c3ccccc3)c(=O)[nH]c2c1
→ -4.0% | -1
Cc1ccc(O)c(C2=Nc3ccccc3N=C(c3ccco3)C2)c1
→ 0.4% | 2
Cn1cc(Cl)c(C(=O)NNC(=S)Nc2cccc(Cl)c2)n1
→ 3.2% | 4
CCN1CCN(c2nc(N)c([N+](=O)[O-])c(Nc3cccc(C)c3)n2)CC1
→ 2.2% | 8
Cc1nc2c(-c3ccc(F)cc3)c(C)nn2c(N2CCOCC2)c1C
→ 1.1% | 1
O=S1(=O)N=C(N(CCO)/N=C/C=C/c2ccccc2)c2ccccc21
→ 3.5% | 2
CN(C)CCCN(C(=O)COc1ccccc1)c1nc2ccc(Cl)cc2s1
→ -3.3% | 8
Cc1cc(/C=C2/SC(=S)N(c3cccc(Cl)c3)C2=O)c(C)n1-c1cccnc1
→ -14% | x
CN1CCN(CCCNC(=S)Nc2ccc(F)c(Cl)c2)CC1
→ 0.6% | -6
Cc1ccc(-c2cc(C(=O)O)n(-c3ccc(S(N)(=O)=O)cc3)n2)cc1
→ 2.0% | 10
O=C(Nc1cn(-c2ccccc2)nc1-c1ccccc1)c1ccccc1
→ 3.9% | -12
CCCN(Cc1cc2cc(OC)ccc2[nH]c1=O)C(=O)c1ccncc1
→ 2.6% | x
N#CC1=C(N)NC(SCC(=O)c2ccc(Br)cc2)=C(C#N)C12CCCCC2
→ -0.7% | x
CCOC(=O)CNC(=O)N1CCCC(C(=O)c2cccc(Cl)c2)C1 (stereo unspecified)
→ 5.6% | 6
CC(C)CCn1nnnc1CN1CCN(c2ccc(F)cc2)CC1
→ -4.5% | 2
O=C(c1cccnc1NCc1ccccc1)N1CCOCC1
→ -1.4% | 8
O=C(C1CCCN(S(=O)(=O)c2cnc[nH]2)C1)N1CCN(c2ccc(Cl)cc2)CC1 (stereo unspecified)
→ 4.2% | -1

# Next part:
# The line under a structure holds: M. tuberculosis GlmU | Mtb RmlCD inh
O=C(N/N=C/c1ccccn1)c1ccco1
→ -3.7% | 5
CCCN1CCC(NC(=O)Nc2cccc3ccccc23)CC1
→ -0.1% | 6
COc1cccc(N2CCN(C(=O)C3C4C=CC5(CN(Cc6ccccc6Cl)C(=O)C35)O4)CC2)c1 (stereo unspecified)
→ -2.6% | 9
Oc1cccc2ccc(/C=C/c3cccs3)nc12
→ -2.0% | x
Cc1cc(Cl)cc(Cl)c1OCC(=O)NCc1ccco1
→ 5.5% | x
Cc1nc(S(=O)(=O)Nc2ccccc2C(=O)NCC2CC2)cn1C
→ 3.2% | -4
Oc1ccc(/C=N/Nc2ccc(C(F)(F)F)cn2)cc1O
→ 0.3% | x
Cc1nn(Cc2c(Cl)cccc2Cl)c(C)c1NC(=O)c1sc2ccccc2c1Cl
→ 0.8% | 0
COc1cccc(/C(O)=C2/C(=O)C(=O)N(CCCN3CCOCC3)C2c2ccncc2)c1 (stereo unspecified)
→ -1.0% | 0
COc1ccc(C2=NNC(c3ccco3)=Nc3ccc(F)cc32)cc1
→ 2.0% | 1
O=C1Nc2cc(Cl)c(Cl)cc2N(O)N1c1ccccc1Cl
→ 2.4% | 6
COc1cc(NC(=O)CCN2CCN(Cc3ccccc3)CC2)cc(OC)c1
→ 1.0% | -8
Cc1ccc2nc(N(CCCN(C)C)C(=O)c3ccc4c(c3)CCCC4)sc2c1
→ -10% | 7
Cc1nnc(SCc2cccc3ccccc23)n(N)c1=O
→ -0.1% | 8
COc1ccc(-c2csc(N(C)C(=O)c3cccs3)n2)cc1
→ -2.5% | 3
Cc1cccc(Oc2ccccc2N)c1
→ 3.1% | -9
CN(C)c1ccc(NC(=O)c2ccncc2)c2ccccc12
→ -4.8% | x
COc1cccc(-c2cc(=O)c3cc(NC(=O)c4ccc(Cl)cc4)ccc3[nH]2)c1
→ -3.5% | x
O=C1C2C3c4ccccc4C(c4ccccc43)C2C(=O)N1Cc1cccnc1 (stereo unspecified)
→ -2.9% | x
CN(C)C(=O)COC(=O)c1ccccc1OCC(=O)Nc1ccc(SC(F)F)cc1
→ -5.9% | -14
CCS(=O)(=O)N1CCN(c2ccccn2)CC1
→ -0.7% | x
COc1ccc(N2C(=O)C3CCCN3C2c2ccccc2F)cc1 (stereo unspecified)
→ 7.8% | x
CCN(CC(O)CON=C1c2ccccc2-c2ccccc21)S(=O)(=O)c1ccc(C)cc1 (stereo unspecified)
→ 2.6% | 12
COc1cccc(-c2[nH]nc3c2C(c2ccc(C)o2)C(C#N)=C(N)O3)c1 (stereo unspecified)
→ x | -11
CCN1CCN(C(=O)c2oc(=O)c3ccccc3c2-c2ccc(C)cc2)CC1
→ 0.4% | x
O=C(Cn1nnc2ccccc21)OCC(=O)c1ccc(Cl)c(Cl)c1
→ 2.6% | x

# Screening data: PubChem, several laboratories
